Screening data from PubChem BioAssay.
Vif inh – HIV Vif self-association inhibitors, primary screen, imaging, HEK293T, single point; HEK293T cells, Vif self-association by quenched fluorescence, 24 h; inhibition, % at 7.49 µM; 340,000 compounds, 0.35% hits; in the data active = inhibition above about 50%, passing the limit was not always enough; also: some results filed as inactive read as strong as hits
PDI turbidity – inhibitors of human PDI, primary screen, biochemical, turbidity, single point, plate reader; Protein disulfide-isomerase (Homo sapiens), P07237; PDI insulin aggregation turbidity, A650, 90 min; inhibition, % at 10 µM; 350,000 compounds, 0.052% hits;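 active = mean inhibition across replicates of 30% or more, whatever share of single replicates reach that level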;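 also: absorbance from insulin aggregation driven by PDI reduction with DTT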
Target sequence (P07237 whole entry, looked up): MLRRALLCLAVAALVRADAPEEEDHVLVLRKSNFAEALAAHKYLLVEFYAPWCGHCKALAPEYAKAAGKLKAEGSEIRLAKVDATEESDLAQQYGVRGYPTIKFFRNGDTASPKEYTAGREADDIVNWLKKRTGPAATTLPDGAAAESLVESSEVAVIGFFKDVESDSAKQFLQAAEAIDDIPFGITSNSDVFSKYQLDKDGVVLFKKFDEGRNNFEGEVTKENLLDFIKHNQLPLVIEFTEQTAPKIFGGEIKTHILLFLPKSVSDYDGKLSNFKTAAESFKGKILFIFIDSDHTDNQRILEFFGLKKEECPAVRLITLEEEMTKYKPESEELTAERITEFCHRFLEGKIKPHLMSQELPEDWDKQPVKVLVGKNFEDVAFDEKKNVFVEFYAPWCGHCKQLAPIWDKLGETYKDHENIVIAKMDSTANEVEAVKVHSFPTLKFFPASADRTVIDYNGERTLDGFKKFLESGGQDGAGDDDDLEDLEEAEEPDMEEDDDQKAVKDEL
NR2E3 ag-1 – NR2E3 agonists in two-hybrid cells, primary screen, cell-based, luminescence, CHO-S, Gal4-NCOR/VP16-NR2E3; Photoreceptor-specific nuclear receptor (Homo sapiens), Q9Y5X4; luciferase; inhibition of corepressor binding, % at 3.98 µM; 360,000 compounds, 0.35% hits; AID 602229, 2012;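 active = inhibition above the mean of all tested compounds plus 3 SD, cut at about 70% in these data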;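 also: 0% = DMSO with NR2E3 transfected cells and 100% = cells lacking NR2E3 construct; higher means lower luciferase signal from less NR2E3 corepressor binding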
Target sequence (Q9Y5X4 whole entry, looked up, the tested form may be a part): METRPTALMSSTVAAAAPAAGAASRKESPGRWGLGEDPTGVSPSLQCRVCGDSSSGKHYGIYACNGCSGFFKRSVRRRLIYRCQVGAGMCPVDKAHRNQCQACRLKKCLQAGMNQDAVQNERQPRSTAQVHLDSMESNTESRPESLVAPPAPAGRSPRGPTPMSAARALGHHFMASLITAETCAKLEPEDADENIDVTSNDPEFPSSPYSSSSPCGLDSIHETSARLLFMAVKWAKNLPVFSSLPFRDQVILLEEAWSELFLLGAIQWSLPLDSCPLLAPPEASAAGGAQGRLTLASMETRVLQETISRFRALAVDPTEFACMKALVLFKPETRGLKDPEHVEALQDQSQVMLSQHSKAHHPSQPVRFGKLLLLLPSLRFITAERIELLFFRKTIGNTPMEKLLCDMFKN
aDG glyco up – activators of alpha-DG glycosylation, primary screen, uHTS, Pro5-aDG cells, AlphaScreen | alpha-DG glycosylation AlphaScreen (IIH6); 0% Pro5, 100% B10-LARGE cell signal | activation, % at 10 µM | 360,000 compounds, 0.22% hits | AID 624168, 2012;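 active = activation of at least 8% versus controls, or a plate z-score of at least 8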;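 also: Pro5 are CHO cells carrying HIG-tagged alpha-DG that lacks glycosylation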
NR2E3 ag-2 – inhibitors of NR2E3-RetCOR corepressor binding, primary screen, NR2E3 agonist project, biochemical, TR-FRET, GST-NR2E3, biotin-RetCOR; 1536-well; AID 2300, 2010; inhibition of corepressor binding, % at 4.78 µM; Photoreceptor-specific nuclear receptor (Homo sapiens), Q9Y5X4; 320,000 compounds, 0.12% hits;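 active = percent inhibition above the cutoff of mean plus 3 SD of all tested compounds, set per screening campaign, cut at about 20% in these data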;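 also: 0% = DMSO wells and 100% = biotin wells as full block of FRET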
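Test system – NR2E3–RetCOR corepressor complex · Quantity – NR2E3 fusion 1.35 nM · Buffer or medium – Tris pH 7.5 · Incubation – Compound–protein incubation for 5 h at 4 °C · Technique – TR-FRET, Eu(K)-anti-GST donor, streptavidin-D2 acceptor, ex 340, em 617/671 nm · Evaluation – percent inhibition of 671/617 nm emission ratio versus biotin and DMSO controls · Plate – 1536-well format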
CaV13 FRET inh – Primary screen for inhibitors of IQ motif and Ca2+-dependent inactivation inhibitor domain binding in CACNA1D, Förster resonance energy transfer in living cells, …; HEK cells, CFP/YFP FRET ICDI-IQ, plate reader, 10 min; percent FRET-ratio fall versus neutral wells; inhibition, % at 12.3 µM; 340,000 compounds, 0.098% hits; AID 743397;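 active = mean replicate inhibition of at least 30% and at least 1% of replicates passing that level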;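 also: 0% = median of the neutral control wells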
MITF TRPM1 inh – inhibitors of MITF-dependent TRPM1 promoter reporter, primary screen, cell-based, SK-MEL-5, single point, luciferase; AID 488899, 2010; SK-MEL-5 TRPM1 promoter luciferase, 24 h; inhibition, % at 12.5 µM; 330,000 compounds, 0.83% hits;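 active = mean inhibition across replicates of 60% or more, whatever share of single replicates reaches that level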; also: values of inactives mirror those of a sister screen read the other way
iPSC survival up – enhancers of single-cell hiPSC survival, primary screen, ATPlite luminescence | 100% = ROCK inhibitor wells, 0% = DMSO | survival enhancement, % at 20 µM | 360,000 compounds, 0.044% hits | AID 602274, 2012; in the data active = survival enhancement above about 18%;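 also: cells exposed to compounds for 16 hours before the ATP read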
HIF-2a inh – HIF-2a reporter inhibitors, primary screen, luminescence, 786-0 RCC cells; 786-0 RCC cells HIF-2a reporter, luciferase luminescence, overnight; inhibition, % at 18.8 µM; 360,000 compounds, 0.72% hits; AID 624352, 2012;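 active = inhibition of the luminescence signal of 40% or more relative to plate controls, in a single-dose primary screen at 18.75 µM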
Granule exo inh – LAMP-1 surface exposure blockers, TALL-104 cells – cell-based, flow cytometry, MLPCN library, primary screen | inhibition, % at 10 µM | TALL-104 LAMP-1 surface exposure; cells stimulated with thapsigargin and PMA | AID 651702, 2012 | 360,000 compounds, 0.66% hits;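 active = inhibition above about 55%, limit read from the data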
Peg3 prom inh – Peg3 promoter-driven luciferase inhibitors, primary screen, cell-based, HeLa, luciferase luminescence; HeLa PEG-Prom luciferase reporter, overnight; inhibition, % at 20 µM; 360,000 compounds, 1.7% hits; AID 588405, 2011;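 active = inhibition of at least 50% at 20 µM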
* = called active by the depositor; . = no result given. Rows are unselected (roughly 3.5% active in at least one column).

SMILES	Vif inh	PDI turbidity	NR2E3 ag-1	aDG glyco up	NR2E3 ag-2	CaV13 FRET inh	MITF TRPM1 inh	iPSC survival up	HIF-2a inh	Granule exo inh	Peg3 prom inh
Cc1c(Cl)c([N+](=O)[O-])nn1Cc1ccc(C(=O)Nc2ccc(Cl)cn2)o1	6.3	-1.2	-10.1	0.8	0.0	-10.0	1.3	-1.7	13.3	0.6	18.6
O=C(NCc1ccc(F)cc1)C(c1ccccc1)N(CC1CCCO1)C(=O)Cn1nnc2ccccc21 (configuration not stated)	.	-8.7	-7.5	0.4	0.0	-5.4	-10.5	-0.2	8.0	5.6	4.0
COC(=O)c1c(-c2ccc(N(C)C)cc2)sc2ccc(OC)cc12	0.2	-2.3	28.2	2.3	.	-8.8	-78.8	0.7	-1.3	11.7	-303.1
O=C1CCCCCN1Cc1nnc(SCc2nc3ccccc3s2)n1-c1ccccn1	-15.8	-0.9	-75.6	0.0	0.3	-3.3	-21.8	-2.7	-201.2	-0.5	-248.2
CN(c1ccc(F)cc1)S(=O)(=O)c1ccc(Cl)c(C(=O)Nc2ccncc2)c1	-25.5	-10.0	86.7*	3.5	4.6	-5.3	7.6	2.4	18.2	-4.1	3.1
CCC(COC(=O)Nc1cccc(C)c1C)NC(=O)OCC(C)C (configuration not stated)	.	12.9	1.9	0.1	-1.1	-8.2	-5.6	-0.2	-15.1	4.7	4.9
CS(=O)(=O)Nc1ccc(-c2cc(/C=C3\SC(N)=NC3=O)c[nH]c2=O)cc1	5.2	-1.7	-0.2	-0.3	-1.2	-4.7	-10.5	-0.2	-5.3	1.2	-2.5
CN(CC(=O)Nc1c(Cl)cccc1Cl)C(=O)Cn1[nH]c(=O)c2ccccc2c1=O	6.1	12.3	13.4	0.1	-0.3	-2.3	5.2	0.0	8.5	-2.0	38.3
CCn1nnnc1NCc1cccn1C	3.8	-1.4	-11.5	-0.2	1.7	-4.7	11.4	1.1	11.4	-1.3	27.8
CC(NC(=O)COc1cccnc1[N+](=O)[O-])c1ccc(F)cc1 (configuration not stated)	-6.4	5.2	-32.1	-0.1	4.8	-4.1	-0.1	-0.8	6.0	5.3	7.6
COC(=O)c1cccc(NC(=O)CCNC(=O)c2ccco2)c1	-3.5	-3.7	-3.6	-0.2	-3.7	-2.6	0.9	-0.3	3.0	-12.1	3.5
Cc1ccc(SCc2nnc(N)s2)cc1	1.5	3.3	-26.3	-0.1	1.6	.	-0.7	-1.4	-63.2	4.5	-48.7
COc1ccc(NS(=O)(=O)c2cc3c4c(c2)CCN4C(=O)CC3)c(OC)c1	.	2.6	4.8	-0.1	.	-5.2	6.3	-0.4	3.4	4.0	-1.6
Cc1cccc2[nH]c(SCC(=O)N3CCOCC3)nc12	6.7	10.9	-29.8	0.1	1.3	-14.3	7.6	3.0	-59.9	-0.7	-29.8
CC(=O)c1ccccc1NC(=O)COC(=O)c1ccccc1NC(=O)c1ccccc1	-2.4	0.3	-30.5	-0.2	-4.8	-2.9	-5.9	0.0	5.0	-5.0	-0.1
C[C@@H]1CN([C@@H](C)CO)C(=O)CCCn2nncc2CO[C@@H]1CN(C)C(=O)Nc1ccc(-c2cccs2)cc1	1.0	-7.3	-23.2	-0.2	.	-5.7	.	5.1	-24.8	4.1	-16.6
COc1ccc(CCNC(=O)C(=O)NCC2OCCN2S(=O)(=O)c2ccc(OC)cc2)cc1 (configuration not stated)	.	.	5.6	0.1	1.1	-3.1	.	0.6	4.2	-12.2	2.6
Cc1cccc(C)c1Cn1c(C)c(C(=O)NCCC#N)sc1=O	-0.7	2.2	2.0	0.0	.	-5.1	.	3.2	-8.0	4.7	-6.7
CC(C)(C)S(=O)(=O)c1cnc2c(-c3ccc(Cl)cc3)cnn2c1N	1.4	-7.4	-16.1	0.1	1.8	-5.1	-12.2	-0.4	3.8	5.2	-85.7
CCc1cccc(CC)c1NC(=O)c1ccccc1	-1.5	-9.3	6.4	-0.3	-2.1	-2.9	6.7	-1.2	16.0	-0.4	14.6
O=C(NCC1CCCO1)c1ccc(CS(=O)(=O)Cc2ccc(F)cc2)o1 (configuration not stated)	-61.9	-7.9	10.9	-0.1	-2.0	.	13.0	-1.6	11.9	6.6	10.0
CCN1CCN(C(c2ccc(OC)c(OC)c2)c2nnnn2C(C)(C)C)CC1 (configuration not stated)	-3.2	-5.5	-11.2	0.3	.	-1.5	1.0	1.7	4.3	1.8	4.0
CC(=O)c1ccc(S(=O)(=O)Nc2ccc(N3CCOCC3)cc2)cc1	-9.9	-4.3	16.0	0.1	-4.6	-2.2	-1.4	-0.4	-0.6	-7.7	-2.1
CCCCSc1nc(N)c(NC(=O)c2ccco2)c(=O)[nH]1	0.9	.	-18.2	-0.3	3.5	-3.4	.	-1.7	4.0	0.8	-7.9
Cc1c(NC(=O)c2cccc(NC(=O)COc3cccc(Br)c3)c2)c(=O)n(-c2ccccc2)n1C	-16.3	10.1	-19.3	0.0	.	-2.4	12.2	-2.4	-1.7	2.9	9.7
(listing goes on)
SMILES	Vif inh	PDI turbidity	NR2E3 ag-1	aDG glyco up	NR2E3 ag-2	CaV13 FRET inh	MITF TRPM1 inh	iPSC survival up	HIF-2a inh	Granule exo inh	Peg3 prom inh
COc1ccc(NC(=O)COC(=O)CCCN2C(=O)c3ccccc3C2=O)cc1Cl	-13.0	1.4	-22.1	-0.2	-0.6	-2.9	-6.8	-2.0	9.9	4.5	10.2
Cc1ccc(C2(C)NC(=O)N(CC(=O)NCCN3C(=O)S/C(=C\c4cccnc4)C3=O)C2=O)cc1 (configuration not stated)	-2.5	-2.5	21.0	-0.2	.	-5.4	-9.9	-0.3	-1.3	10.0	-2.8
CC1CCCCC1NC(=O)Cn1c(CN2CCCCC2)nc2ccccc2c1=O (configuration not stated)	-3.0	-2.6	-15.9	0.0	1.2	-6.0	14.3	-1.9	18.7	0.3	-0.3
COC(C(=O)N/N=C(\C)CC(=O)Nc1ccc(Cl)cc1C)c1ccccc1 (configuration not stated)	0.8	4.9	-10.1	-0.2	-4.7	3.3	3.7	0.1	14.7	3.0	7.0
OCCN1CCN(CC/C=C2/c3ccccc3Sc3ccc(Cl)cc32)CC1	-8.2	6.1	-17.6	1.1	3.5	-5.0	0.3	3.3	-17.4	8.4	87.2*
CCc1c(C)sc(NC(=O)c2ccco2)c1C(=O)N1CCOCC1	6.0	9.0	14.0	-0.2	0.6	-5.0	-6.6	5.1	8.4	-5.4	13.9
CC(=O)Nc1ccc(NC(=O)COc2cc(C)cc3oc(=O)cc(C)c23)cc1	0.8	-0.1	-34.1	-0.4	-1.8	-2.5	-3.0	0.7	8.0	-1.2	4.8
COc1ccc(C2C(CC(=O)O)=C(Nc3ccccc3)C(=O)N2c2ccccc2)cc1 (configuration not stated)	-3.6	11.9	-60.7	-0.4	2.4	-6.2	-40.0	1.5	-197.9	26.0	-183.6
CCOc1ccc(CCNC(=O)C2CC(=O)N(Cc3ccc(C)cc3)C2)cc1OCC (configuration not stated)	-8.3	21.9	-7.8	0.2	-4.3	-6.0	-10.1	0.7	-6.9	-7.8	-4.6
Cc1ccc(NC(=O)CSc2nnc(CCC(=O)O)c(=O)[nH]2)cc1	-2.7	-1.4	-26.2	-0.1	1.5	-6.2	-5.9	1.4	-3.2	-0.3	6.0
CNS(=O)(=O)c1ccc2c(c1)NC(=O)C1CCCN21 (configuration not stated)	-4.0	2.9	-8.2	0.1	0.9	-13.6	2.8	-1.2	17.8	1.2	81.5*
CC(C)(C)c1nnc(N/N=C/c2ccccc2)n(N)c1=O	-2.1	4.4	-3.4	-0.2	-1.2	-5.6	-3.9	-1.1	-74.9	-3.7	-48.9
O=C(c1cc(-c2ccc(Br)cc2)on1)N1CCCC1	5.2	0.5	-167.4	-0.2	2.3	-2.6	-13.8	-0.4	-195.9	-0.7	-129.2
C/C(=N\NC(=O)C1(C)CC1(Br)Br)c1cccc(NC(=O)c2ccc(C)o2)c1 (configuration not stated)	-4.8	13.9	-41.6	-0.6	2.4	.	5.7	-0.5	-60.2	0.0	62.0*
O=C(NCCO)/C(=C\c1ccco1)NC(=O)c1ccco1	4.0	-4.4	-13.5	0.0	.	-5.0	3.3	-0.4	24.0	-12.4	-3.1
Cc1nn(-c2ccccc2)c2sc(C(=O)N3CCOCC3)cc12	-19.1	2.0	-61.7	0.2	3.0	-3.9	-22.7	-2.1	-181.1	1.3	-200.0
CCc1nnc(NC(=O)c2sc3nc4c(cc3c2N)CCCCC4)s1	-1.0	0.5	-121.6	-0.2	-0.6	-4.5	-56.2	-0.3	-246.8	1.8	-283.7
CC[C@@H](C)[C@@H](C(=O)N1CCN(C(=O)OC(C)(C)C)CC1)n1cc(CCC(=O)O)nn1	-6.5	-0.4	22.8	-0.1	2.9	-8.3	-1.0	3.1	4.0	16.4	-1.1
COC(=O)c1ccc(CNC(=O)c2cc(S(=O)(=O)NCc3ccccc3)ccc2C)cc1	-7.8	-4.8	7.0	0.0	.	-12.0	.	4.8	10.1	-2.3	7.0
CN(CC(=O)Nc1ccccc1Cl)C(=O)COC(=O)c1ccc(C(F)(F)F)cc1	13.7	19.4	26.9	0.0	3.2	-2.7	5.3	6.1	-4.3	-1.3	-8.0
Cc1cc(NC(=O)c2ccc(-c3ccccc3F)o2)no1	4.5	2.9	-61.6	0.1	-5.0	-4.2	-35.9	0.3	-248.2	1.3	-295.8
Cn1c(-c2ccc(F)cc2)cnc1SCC(=O)Nc1ccccc1N1CCOCC1	-0.6	-7.9	-25.9	-0.2	3.8	.	-67.1	-1.9	-302.8	2.6	-229.2

Rewritten in CSV form: four of the compounds above
molecule,Vif inh,PDI turbidity,NR2E3 ag-1,aDG glyco up,NR2E3 ag-2,CaV13 FRET inh,MITF TRPM1 inh,iPSC survival up,HIF-2a inh,Granule exo inh,Peg3 prom inh
CC(=O)Nc1ccc(NC(=O)COc2cc(C)cc3oc(=O)cc(C)c23)cc1,0.8,-0.1,-34.1,-0.4,-1.8,-2.5,-3.0,0.7,8.0,-1.2,4.8
COc1ccc(C2C(CC(=O)O)=C(Nc3ccccc3)C(=O)N2c2ccccc2)cc1 (configuration not stated),-3.6,11.9,-60.7,-0.4,2.4,-6.2,-40.0,1.5,-197.9,26.0,-183.6
CCOc1ccc(CCNC(=O)C2CC(=O)N(Cc3ccc(C)cc3)C2)cc1OCC (configuration not stated),-8.3,21.9,-7.8,0.2,-4.3,-6.0,-10.1,0.7,-6.9,-7.8,-4.6
Cc1ccc(NC(=O)CSc2nnc(CCC(=O)O)c(=O)[nH]2)cc1,-2.7,-1.4,-26.2,-0.1,1.5,-6.2,-5.9,1.4,-3.2,-0.3,6.0
